# Rab7 wt GTP bind: modulators of GTP binding to dog Rab7 wildtype GTPase; GST-Rab7 beads, fluorescent GTP binding, flow cytometry; actives lie on both sides; untreated = 100%, excess cold GTP = 0%; GTP binding activity (percent of control), % at 10 µM; 190,000 compounds, 0.055% hits; AID 758;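 active means fluorescent GTP binding to Rab7 beads changed by at least 20 points from the 100% baseline, either direction, mostly lower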;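 further: median green fluorescence of bound Bodipy-FL-GTP per Rab7 bead population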
# Mcl1-Noxa inh: disrupts binding of human Mcl-1 to Noxa peptide | TR-FRET Mcl-1/Noxa peptide binding, 2 h | inhibition, % at 21.7 µM | 220,000 compounds, 1.5% hits | AID 1022;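 active means compounds that cut the protein-peptide binding signal by more than 50% relative to plate controls in a single-dose test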;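 further: His-tagged Mcl-1 with rhodamine Noxa BH3 peptide and terbium anti-His antibody; 0% = Mcl-1 plus Noxa peptide wells and 100% = peptide-only wells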
# Target sequence (Q07820 whole entry, looked up): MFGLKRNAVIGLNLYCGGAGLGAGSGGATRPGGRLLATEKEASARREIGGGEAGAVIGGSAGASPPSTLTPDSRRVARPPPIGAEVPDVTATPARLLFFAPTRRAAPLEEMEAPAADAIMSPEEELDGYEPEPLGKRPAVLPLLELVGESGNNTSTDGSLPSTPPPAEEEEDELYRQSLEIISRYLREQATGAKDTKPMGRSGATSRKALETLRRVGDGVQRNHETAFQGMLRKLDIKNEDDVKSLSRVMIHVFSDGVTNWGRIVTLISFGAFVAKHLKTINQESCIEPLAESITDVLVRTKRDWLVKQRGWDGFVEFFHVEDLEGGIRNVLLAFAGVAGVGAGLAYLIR
# Rac1 wt GTP bind: alters GTP binding to wildtype human Rac1; 190,000 compounds, 0.27% hits; GTP binding activity (% of control), % at 10 µM; GST-Rac1 beads, fluorescent GTP binding, flow cytometry; actives lie on both sides; 0 = cold GTP competed, 100 = untreated; P63000;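 active means GTP binding activity at least 20 points away from the 100% control level, either lower or higher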
# Cdc42 wt GTP: modulators (inhibitors or activators) of GTP binding to human Cdc42 wildtype. P60953. GST-Cdc42 beads, Bodipy-GTP binding, flow cytometry; actives lie on both sides. percent activity (GTP binding), % at 10 µM. 190,000 compounds, 0.2% hits;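 active means percent activity GTP binding at least 20 points away from the 100% baseline, either down as inhibitor or up as activator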;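 further: median bead fluorescence of bound Bodipy-FL-GTP at 100 nM; 0% = excess unlabeled GTP control and 100% = no compound control; below 100% means less GTP binding so inhibitor and above means activator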
# Target sequence (P60953 whole entry, looked up): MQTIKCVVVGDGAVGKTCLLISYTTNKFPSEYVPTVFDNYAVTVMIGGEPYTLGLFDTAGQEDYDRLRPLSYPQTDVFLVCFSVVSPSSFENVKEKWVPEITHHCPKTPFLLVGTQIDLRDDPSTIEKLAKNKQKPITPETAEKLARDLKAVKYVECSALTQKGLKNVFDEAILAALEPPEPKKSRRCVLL
# HRas wt GTP bind: changes GTP binding to wildtype human HRas | 190,000 compounds, 0.14% hits | GTP binding activity, % at 10 µM | GST-Ras wt beads, Bodipy-FL-GTP binding, flow cytometry; actives lie on both sides | P01112;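 active means GTP binding activity at least 20% away from the 100% baseline, either lowered as inhibitor or raised as activator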;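 further: 0% = unlabeled GTP competition control and 100% = no-compound control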
# Target sequence (P01112 whole entry, looked up): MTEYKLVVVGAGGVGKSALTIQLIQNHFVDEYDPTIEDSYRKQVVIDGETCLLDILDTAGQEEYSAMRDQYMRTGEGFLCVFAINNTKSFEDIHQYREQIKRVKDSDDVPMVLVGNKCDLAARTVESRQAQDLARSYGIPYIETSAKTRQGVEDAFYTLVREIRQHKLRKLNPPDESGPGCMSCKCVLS
# Rac1 mut GTP: alters GTP binding to activated mutant human Rac1; 190,000 compounds, 0.11% hits; GST-Rac1 activated beads, fluorescent GTP binding, flow cytometry; actives lie on both sides; 100% means binding = to untreated wells; percent activity (GTP binding), % at 10 µM;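 active means GTP binding at least 20 percentage points away from the 100% baseline, in either direction, so actives lie on both sides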
# GSH bead fluor: compound fluoresces at 488/530 nm on GSH beads; AID 1776; 190,000 compounds, 0.25% hits; fluorescence (KMESF) at 10 µM; GSH beads flow cytometry, compound fluorescence 488/530 nm; active compounds read high; in the data active means fluorescence above about 89;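 further: glutathione beads carrying GST-tagged Bcl family fusion proteins plus one bare bead set; values are compound well signal with DMSO vehicle wells as background; inactives centre near 16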
# Rab2 wt GTP: changes GTP binding to wildtype dog Rab2A, up or down. P61105. GST-Rab2 wt beads, Bodipy-GTP binding, flow cytometry. GTP binding activity, % at 10 µM. 190,000 compounds, 0.19% hits;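 active means GTP binding activity at least 20 points away from 100%, either lowered or raised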;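 further: 0% = beads with excess unlabeled GTP and 100% = no-compound control corrected for plate trend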
# Mcl1-Bid inh: Mcl-1/Bid interaction inhibition; Q07820; TR-FRET Mcl-1/Bid-Dy647 peptide binding, 1536-well; inhibition, % at 21.7 µM; 220,000 compounds, 0.97% hits;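 active means compounds that cut the binding signal by more than half at the single screening dose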;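 further: His-tagged Mcl-1 with europium anti-His antibody binding Bid BH3 peptide; 0% = Mcl-1 plus peptide wells and 100% = peptide-only wells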
# Pf gametocyte: P. falciparum stage V gametocyte viability inhibition | 150,000 compounds, 0.065% hits | AID 743093 | P. falciparum stage V gametocytes, ATP luminescence, 24 h | inhibition, % at 10.9 µM;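 active means inhibition above the mean plus 3 SD of compounds within the control limits, set per campaign, cut at about 38% in these data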;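 further: 0% = DMSO wells and 100% = medium only without gametocytes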
# Avidin bead fluor: avidin bead compound fluorescence profile. Avidin beads, compound fluorescence 488/530 nm, flow cytometry; active compounds read high. fluorescence (KMESF) at 10 µM. 220,000 compounds, 0.38% hits; in the data active means fluorescence above about 47; further: inactives centre near 10
# * marks the source's active call; other numbers are inactive results; · = not tested or not shown.
SMILES,Rab7 wt GTP bind,Mcl1-Noxa inh,Rac1 wt GTP bind,Cdc42 wt GTP,HRas wt GTP bind,Rac1 mut GTP,GSH bead fluor,Rab2 wt GTP,Mcl1-Bid inh,Pf gametocyte,Avidin bead fluor
Brc1cccc(-c2nnc(SCc3ccon3)n2-c2ccccc2)c1,100,10,102,96,98,96,14,99,2,·,25
CN(C)C(=O)Nc1ccc(F)cc1F,97,4,97,97,98,97,32,97,-3,·,8
CC(=O)Nc1ccc2c(c1)nc(CN1CCCC1)n2C,101,2,102,103,102,100,16,101,-56,-20,9
Nc1nc(SCC(=O)c2ccc(Br)s2)n[nH]1,100,-1,95,95,96,93,9,96,-26,-21,22
CC(C)SCc1nc2ccccc2[nH]1,98,45,94,96,96,94,53,94,42,-3,8
COc1ccc2[nH]c(=O)c(CN(Cc3cccnc3)C(=O)Nc3ccccc3)cc2c1,100,·,102,101,101,98,36,101,·,-26,12
CSc1cccc(NC(=O)CSc2ccc(C)cc2)c1,106,21,110,109,108,100,51,109,4,·,5
COc1ccc(N2CCN(c3nc4ccc(C)cn4c(=O)c3C=O)CC2)cc1,98,26,104,96,98,93,17,96,-30,-16,11
Cc1cc(C)n2c(SCc3ccc(Cl)cc3Cl)nnc2n1,97,14,107,98,99,100,23,96,-20,3,12
CCOC(=O)C1(CCc2ccccc2)CCN(C(=O)C2CCCO2)CC1 (stereo not given),92,7,100,97,96,99,17,97,-4,5,5
CCOc1ccc(NC2=C(Cl)C(=O)N(Cc3ccccc3)C2=O)cc1,104,2,103,102,100,98,29,102,-25,·,12
Cn1c(=O)n(C)c2cc(S(=O)(=O)Nc3cc(Cl)ccc3O)ccc21,97,29,98,95,96,94,24,96,-42,-9,11
O=C(Cn1cnc2ccccc2c1=O)N1CCN(Cc2ccc3c(c2)OCO3)CC1,105,-14,108,104,104,99,51,102,23,·,10
Cc1cccc(C)c1Nc1nnc(SC/C(O)=C(\C#N)c2nc3ccccc3[nH]2)s1,98,5,100,97,95,94,23,96,-37,5,11
COc1ccc(-n2cccc2C=O)cc1OC,100,9,99,98,100,96,9,100,-24,-14,15

# Retrieved one by one from the list above (two):
SMILES,Rab7 wt GTP bind,Mcl1-Noxa inh,Rac1 wt GTP bind,Cdc42 wt GTP,HRas wt GTP bind,Rac1 mut GTP,GSH bead fluor,Rab2 wt GTP,Mcl1-Bid inh,Pf gametocyte,Avidin bead fluor
Brc1cccc(-c2nnc(SCc3ccon3)n2-c2ccccc2)c1,100,10,102,96,98,96,14,99,2,·,25
COc1ccc2[nH]c(=O)c(CN(Cc3cccnc3)C(=O)Nc3ccccc3)cc2c1,100,·,102,101,101,98,36,101,·,-26,12

# (cont.)
SMILES,Rab7 wt GTP bind,Mcl1-Noxa inh,Rac1 wt GTP bind,Cdc42 wt GTP,HRas wt GTP bind,Rac1 mut GTP,GSH bead fluor,Rab2 wt GTP,Mcl1-Bid inh,Pf gametocyte,Avidin bead fluor
Nc1nc(-c2cccnc2)nn1C(=O)c1ccco1,101,2,106,102,101,101,47,100,5,·,37
COC(=O)c1ccc(N2C(=O)CC(N3CCN(C(=O)c4ccco4)CC3)C2=O)cc1 (stereo not given),98,8,98,95,97,94,52,94,-6,-15,7
COc1ccc(C(=O)Nn2c(SCC(=O)NC3CCCCC3)nc3ccccc3c2=O)cc1,97,1,94,93,96,94,43,95,-2,8,6
Cn1ccc(-c2cc(C(=O)O)c3ccccc3n2)n1,92,12,94,95,95,94,13,95,2,-11,10
N#Cc1c2ccc(OCC(N)=O)cc2n2ccccc12,95,13,87,84,87,89,16,84,-28,-11,9
Cc1cc2nnc(SC3CCOC3=O)n2c2ccccc12 (stereo not given),98,14,93,98,99,97,35,98,-46,6,13
Cc1cc(N2CCC(C)CC2)c(F)cc1[N+](=O)[O-],100,-7,106,98,102,100,21,99,-23,21,13
Cc1ccc(C(=O)NC2(C(F)(F)F)NC(=O)N(c3ccc(Cl)cc3)C2=O)cc1 (stereo not given),99,9,101,101,99,99,10,97,-23,·,6
Cc1ccc(-n2c([S-])c(C(=O)NC(C)c3ccccc3)[n+]3ccccc23)cc1 (stereo not given),99,-2,102,92,96,96,12,97,-16,11,23
COC(=O)c1ccc2nc(NC(=O)CSCC(=O)OCC(=O)c3ccccc3)sc2c1,106,18,114,101,103,101,9,103,-12,-20,3
COC(c1ccccc1)c1c(-c2ccccc2)nn(C)c1Cl (stereo not given),96,13,97,99,99,96,14,96,1,5,35
CCCCn1c(N(CCOC(C)=O)C(C)=O)nc2ccccc21,96,-3,97,99,96,98,17,101,-36,-7,15
O=C(NC(=S)Nc1ccccc1N1CCCC1)c1ccc(-c2cccc([N+](=O)[O-])c2)o1,98,-3,98,100,98,96,25,97,-41,-5,34
Cc1cc(C)n(Cc2ccc(NC(=O)c3nn(C)cc3[N+](=O)[O-])cc2)n1,102,2,105,105,104,101,15,104,4,5,8
Cc1ccc(C)c(NC(=S)N2CCC(c3nc4ccccc4s3)CC2)c1,96,9,99,98,97,98,30,98,-62,·,8
COc1cc(C(O)P(=O)(OC(C)C)OC(C)C)cc(OC)c1OC (stereo not given),99,-11,104,105,100,100,16,98,-7,1,6
CCCCn1c(N)c(N2CCOCC2)c(=O)n(CC(=O)NC(C)c2ccccc2)c1=O (stereo not given),101,10,106,102,101,98,11,103,-37,10,10
CCOC(=O)C(NC(C)=O)(Nc1ccc(S(N)(=O)=O)cc1)C(F)(F)F (stereo not given),98,8,98,94,93,94,13,96,7,0,11
Cn1c(C(C#N)C2=C(Cl)C(=O)N(c3ccccc3)C2=O)nc2ccccc21 (stereo not given),93,·,86,90,93,88,33,90,-10,·,8
COc1nc(NCC(C)C)nc(Oc2ccc(=O)n(-c3ccccc3)n2)n1,103,13,103,102,102,100,25,101,-15,·,6
Cc1nn(CC(=O)Nc2ccc(C(=O)N3CCCC3)cc2)c(=O)c2ccccc12,95,14,97,98,96,96,11,95,-13,23,25
COc1ccc(C(=O)OCCNC(=O)c2ccncc2)cc1OC,98,14,102,102,100,97,10,96,-3,-3,13
Cc1cccn2cc(CNc3ccccc3)nc12,96,-8,99,102,100,96,8,95,-56,10,9
COc1ccccc1-c1noc(-c2ccccc2C(=O)N2CCOCC2)n1,93,-3,98,100,98,97,56,97,-27,24,·
NS(=O)(=O)c1ccc(CNC(=O)c2csc3c2CCCC3)cc1,109,14,105,97,101,95,19,103,-5,-5,11
CCNc1nc(NC(C)C)nc(SCCOc2ccc(C)cc2)n1,105,12,102,103,103,99,18,103,7,-21,8
O=C(Nc1ccc(-c2cn3c(n2)SCC3)cc1)c1ccc2c(c1)OCO2,106,39,97,93,99,95,9,96,-25,-18,27
CCc1nnc(NC(=O)CSc2nc3c(C)cccc3[nH]2)s1,93,-8,100,98,98,98,25,95,5,19,3
CN1CCN(CC2(O)CCN(S(=O)(=O)c3ccc(Cl)cc3)CC2)CC1,100,0,100,103,99,97,15,99,-4,0,12
O=C1C2CCCN2C(c2ccco2)N1c1ccc(F)cc1 (stereo not given),106,-7,100,100,98,94,18,99,-12,-4,8
CC1(C)OC(=O)C(=CNC(CCC(N)=O)C(=O)O)C(=O)O1 (stereo not given),101,12,98,100,100,98,16,99,1,·,4
Brc1ccc(Oc2nnnn2-c2ccccc2)cc1,98,7,104,100,100,96,21,98,-8,·,6
CCOC(=O)Cc1csc(NC(=O)CSc2nnc(-n3nc(C)cc3C)c3ccccc23)n1,99,10,105,101,99,98,22,98,-27,·,11
C=CCn1c(=NC(=O)c2ccc(S(=O)(=O)N3CCCc4ccccc43)cc2)sc2cc(S(N)(=O)=O)ccc21,98,54*,106,102,100,98,10,100,-1,-10,2
Cc1ccc(S(=O)(=O)N(CC(O)CN2CCCC2)c2ccccc2)cc1 (stereo not given),100,-20,99,96,97,94,18,97,-3,-3,26
S=c1nc(-c2ccccc2Br)[nH][nH]1,103,-9,106,102,103,98,17,101,-22,13,7
CCOc1ccc(C(=O)Nc2ccc(NC(=O)c3cccs3)cc2)cc1[N+](=O)[O-],99,17,104,105,102,100,12,98,6,1,9
C=CCNc1oc(Cc2cccc3ccccc23)nc1C#N,99,18,100,97,97,96,14,100,-6,·,5
Cn1c(S(=O)(=O)Cc2ccc(Cl)cc2)nc2ccccc21,100,-4,98,96,97,97,11,95,-1,11,12
OC(COc1ccc2ccccc2c1Br)Cn1ccnc1 (stereo not given),92,·,89,94,94,89,36,92,-18,·,16
CC(C)C(C(=O)O)N1C(=O)/C(=C/C=C/c2ccco2)SC1=S (stereo not given),95,102*,99,97,95,93,30,94,98*,·,7
CNC1=C([N+](=O)[O-])CC([N+](=O)[O-])=C(N2CCNCC2)N1C,105,-15,98,101,98,97,10,99,-14,-25,18
CN(C)S(=O)(=O)c1cccc(NC(=S)N/N=C/C(c2ccccc2)c2ccccc2)c1,97,-44,103,99,102,94,7,100,-68,2,0
CC(=O)N1CCCc2cc(S(=O)(=O)Nc3ccc4c(c3)OCO4)ccc21,102,-8,102,104,103,102,25,104,-37,·,13
CC(C)c1nnc(NC(=O)CCS(=O)(=O)c2nc(-c3cccs3)cc(C(F)(F)F)n2)s1,106,9,101,102,98,100,35,99,-27,·,13
O=C(NC1CCCC1)C1CCCN1C(=O)Nc1ccccc1Cl (stereo not given),96,-4,99,97,99,96,33,97,-2,-10,7
Cc1ccc(NC(=S)N2CCN(CCN3C(=O)c4cccc5cccc(c45)C3=O)CC2)cc1,100,3,103,99,101,98,29,101,-39,·,12
CCOc1ccc(N2C(=O)CN(C)C2=S)cc1,95,1,100,103,101,101,13,100,-14,-5,13
O=C(O)C1CC(c2ccc(F)cc2)=NO1 (stereo not given),105,63*,102,101,102,99,59,104,-29,·,14
CCOC(=O)C1(Cc2ccccc2)CCCN(Cc2ccc(OCCO)cc2)C1 (stereo not given),95,7,94,97,96,96,10,98,1,9,9
CC(=O)c1cccc(NC(=O)NC(C)C2CCCO2)c1 (stereo not given),104,13,106,107,104,98,45,99,-30,6,9
CN(C)/C=C/C(=O)c1cnc2n(c1=O)CCS2,97,2,104,104,99,101,16,99,-28,-1,12
CCn1c(SCc2ccc([N+](=O)[O-])cc2)nnc1C(C)NC(=O)c1ccc(C)cc1 (stereo not given),100,1,98,99,98,95,11,97,-13,-6,6
COc1ccc(-c2nc(-c3ccc(Br)o3)no2)cc1,93,19,96,98,96,95,25,97,-4,·,7
CCOc1ccc(CC(=O)N2CCN=C2SCc2ccc([N+](=O)[O-])cc2)cc1,100,30,93,91,93,93,15,93,-15,3,9
CC(=O)c1ccc(NC(=O)/C(=C\c2cccs2)NC(=O)c2ccco2)cc1,98,3,97,100,98,97,21,96,-16,-2,9
O=c1[nH]cnc2scc(-c3ccc(-c4ccccc4)cc3)c12,102,8,105,100,102,99,11,102,4,18,37

# Compound activity from PubChem.
